# PME-1 primary: blocks human protein phosphatase methylesterase 1 | Q9Y570 | recombinant PME-1, FP-Rh probe fluorescence polarization | AID 2130 | inhibition, % at 5.9 µM | 0.53% of 320,000 active;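 active = inhibition above the campaign mean of all compounds plus 3 SD, cut at about 26% in these data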;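 note: competitive labeling of PME-1 active site by serine hydrolase directed probe; 0% = PME-1 with DMSO and 100% = wells lacking PME-1 enzyme; inhibitors block probe labeling so polarization falls and inhibition rises; many of its hits are not listed in these tables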
# Target sequence (Q9Y570 whole entry, looked up): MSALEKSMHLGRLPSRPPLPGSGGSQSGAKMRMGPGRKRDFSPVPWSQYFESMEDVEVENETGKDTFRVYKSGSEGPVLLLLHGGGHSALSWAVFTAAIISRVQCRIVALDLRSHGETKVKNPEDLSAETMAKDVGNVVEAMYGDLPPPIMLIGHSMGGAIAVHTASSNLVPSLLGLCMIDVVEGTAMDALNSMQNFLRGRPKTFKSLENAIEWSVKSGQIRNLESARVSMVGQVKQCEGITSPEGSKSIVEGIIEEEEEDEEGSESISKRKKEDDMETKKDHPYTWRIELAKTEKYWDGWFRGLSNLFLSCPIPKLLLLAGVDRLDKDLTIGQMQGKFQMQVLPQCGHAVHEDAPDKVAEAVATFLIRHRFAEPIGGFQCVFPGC
# MEX-5 binding: C. elegans MEX-5 TCR-2 RNA binding activity; activity score (negative = inhibition of binding), % at 10 µM; 0.38% of 300,000 active; MEX-5/FITC-TCR2 RNA binding, fluorescence polarization; stronger effect = lower value; AID 1832;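 active = inhibition past about -25% in most replicates, and total fluorescence under double the plate's negative control median, limit read from the data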;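 note: 0% = DMSO and -100% = 5 µM competing unlabeled TCR2 RNA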
# Target sequence (Q9XUB2 whole entry, looked up): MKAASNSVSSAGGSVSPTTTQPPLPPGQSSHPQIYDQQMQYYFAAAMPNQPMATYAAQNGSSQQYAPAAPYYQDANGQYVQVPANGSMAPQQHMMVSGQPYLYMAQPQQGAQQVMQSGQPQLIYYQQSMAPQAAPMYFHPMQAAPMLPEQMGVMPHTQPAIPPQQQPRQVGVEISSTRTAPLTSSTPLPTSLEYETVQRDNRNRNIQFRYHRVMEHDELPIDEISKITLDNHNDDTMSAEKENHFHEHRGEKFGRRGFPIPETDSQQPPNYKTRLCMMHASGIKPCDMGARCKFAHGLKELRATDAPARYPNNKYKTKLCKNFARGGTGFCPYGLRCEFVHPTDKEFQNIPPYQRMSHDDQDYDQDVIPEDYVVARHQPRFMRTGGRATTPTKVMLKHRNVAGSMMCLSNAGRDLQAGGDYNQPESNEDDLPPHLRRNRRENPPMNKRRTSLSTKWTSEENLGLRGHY
# Fam108B counter: blocks mouse Fam108B hydrolase in RBBP9 counter-screen; recombinant Fam108B, FP-Rh probe fluorescence polarization; inhibition, % at 9.51 µM; 0.33% of 300,000 active;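 active = inhibition above the screen mean inhibition plus 3 SD, computed separately per campaign, cut at about 18% in these data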;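 note: inhibitors lower polarization as less probe binds the enzyme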
# GSTO1 inh: GSTO1 inhibition, counter-screen for RBBP9 inhibitors. recombinant GSTO1, activity-based probe fluorescence polarization. inhibition, % at 5.96 µM. AID 1974. 1.1% of 300,000 active. P78417;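 active = inhibition above the campaign mean inhibition plus 3 SD, cut at about 35% in these data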;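 note: 0% = GSTO1-1 with DMSO and 100% = wells lacking GSTO1-1 enzyme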
# TPT1 inhibitor: inhibitors of Candida albicans tRNA 2'-phosphotransferase TPT1; recombinant caTPT1, FP RNA substrate dephosphorylation; inhibition, % at 5 µM; 0.81% of 300,000 active; AID 1962;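 active = inhibition above the mean of all tested compounds plus 3 SD, set per screening campaign, cut at about 24% in these data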;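 note: plate controls were DMSO alone for no effect and ferristatin control at 100 nM for full effect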
# GLD-1 RNA inh: GLD-1-TGE RNA interaction inhibition (C. elegans); AID 2280; inhibition, % at 5.96 µM; purified GLD-1 + fluorescein TGE RNA, fluorescence polarization; Q17339; 0.44% of 320,000 active;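 active = percent inhibition above a per-plate cutoff, the plate mean of test compounds plus 3 SD, cut at about 30% in these data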;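 note: 0% = DMSO wells with GLD-1 and probe and 100% = wells lacking GLD-1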
# Bcl-xL primary: inhibitors of human Bcl-xL. Q07817. AID 2129. inhibition, % at 10.9 µM. GST-Bcl-xL / FITC-Bim BH3 peptide fluorescence polarization. 0.7% of 320,000 active;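 active = inhibition above the mean of all tested compounds plus 3 SD, cutoff set per campaign, cut at about 30% in these data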;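 note: 0% = DMSO wells and 100% = unlabeled Bim-BH3 peptide competitor; inhibitors lower millipolarization by displacing the labeled peptide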
# MCL1-BIM inh: MCL1-BIM-BH3 interaction inhibition (human); AID 2057; inhibition, % at 10.9 µM; 0.68% of 320,000 active; GST-MCL1 / FITC-Bim-BH3 fluorescence polarization;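 active = inhibition above the mean inhibition of all tested compounds plus 3 SD, set per campaign, cut at about 40% in these data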;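 note: 0% = DMSO wells and 100% = unlabeled Bim-BH3 peptide control; higher means more loss of mP so more displacement of Bim peptide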
# PAD4 FP inh: blocks human protein arginine deiminase 4; Q9UM07; recombinant PAD4, RCA probe fluorescence polarization; inhibition, % at 6.36 µM; 0.41% of 330,000 active; AID 485272;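 active = percent inhibition above a cutoff equal to the mean of all tested compounds plus 3 SD, cut at about 15% in these data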;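 note: 0% = PAD4 with RCA probe and DMSO and 100% = probe without PAD4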
# Starred values were filed as active, the others as inactive; . = no result given. An excerpt; the hit share may differ from the screen's.
SMILES,PME-1 primary,MEX-5 binding,Fam108B counter,GSTO1 inh,TPT1 inhibitor,GLD-1 RNA inh,Bcl-xL primary,MCL1-BIM inh,PAD4 FP inh
Cc1ccc(NS(=O)(=O)c2c(C(=O)N3CCOCC3)c(C)n(C)c2C)cc1,5,-2.4,-3,6,0,-4,5,-1,0
CCC(OC(=O)C(NC(=O)c1ccccc1)c1ccccc1)C(=O)Nc1cc(C)on1 (stereo not drawn),2,0.1,-1,6,0,-2,2,-8,2
Cc1ccc(NC(=O)C2CCN(S(=O)(=O)c3ccc4c(c3)C(C)(C)C(=O)N4C)CC2)c(C)c1,-2,-0.7,1,-5,-1,-4,4,1,-1
Cc1ccc(-n2nc3c(=O)n(C(C)C(=O)NC4CC4)nc(C)c3c2C)cc1 (stereo not drawn),-1,0.3,4,-7,2,-4,5,-3,-5
COc1ccc(NS(=O)(=O)c2ccc(N)cc2)nn1,2,0.4,-1,3,-2,6,10,10,-3
ON1C(c2ccccc2C(F)(F)F)N(O)[C@H]2CCCC[C@H]21 (stereo partly drawn),3,1.2,-3,-2,-1,5,-1,1,-1
CCOc1cc(C(=O)Nc2ccon2)cc(OCC)c1OCC,-12,1.6,6,12,-1,5,0,6,-2
COc1cc(F)c(C2=CC(=O)C[C@H](c3ccc(Cl)cc3)C2)cc1F,-1,.,.,.,.,-4,-3,-7,0
O=C(Nc1ccc(F)cc1)C1CCN(C(=O)c2ccc(F)cc2)CC1,2,.,.,.,.,0,-1,-1,2
Cc1cc(C(=O)CSc2nnnn2-c2ccccc2)c(C)n1CC1CCCO1 (stereo not drawn),-1,-1.7,1,3,0,-1,3,2,-4
C#CCOCCOCCOCCNc1nc(N2CCN(C(=O)CCCCCCCCCCNC(=O)Cn3cc(C[C@@H](C)O)nn3)CC2)nc(N2CCN(C(=O)CCCCCCCCCCNC(=O)[C@H](CCCN=C(N)N)n3cc(C[C@@H](C)CC)nn3)CC2)n1,-7,4.3,-3,-2,0,1,5,8,-1
Cc1cc(C)c(C)c(S(=O)(=O)NCc2ccc(C(=O)N3CCCCC3)cc2)c1C,6,-2.6,-1,-3,-6,3,2,1,-6
CCOc1ccccc1-n1c(=S)sc2c(=O)n(-c3ccc(F)cc3)c(SCC(=O)O)nc21,5,-0.3,7,-21,-4,2,4,2,5
Cc1cnc(C(=O)NC(C)CCc2ccccc2)cn1 (stereo not drawn),2,1.4,-7,5,-2,-5,4,-4,-1
CCOC(=O)N1CCC(Nc2c(NCCCN(CC)Cc3ccccc3)c(=O)c2=O)CC1,-3,0.5,2,0,-1,1,1,-5,2
COCCn1c(SCC(=O)N(C)c2ccccc2)nc2c([nH]c3ccccc32)c1=O,6,-0.2,-4,5,3,1,3,3,1
O=C(Nc1ccc2c(c1)OCCO2)c1oc2ccccc2c1NC(=O)C1CC1,-15,-0.5,-1,-3,3,4,2,-5,-2
COC(=O)C1=C(NC(=O)c2ccccc2C)CCS1,2,0.7,1,4,2,0,3,-4,1
O=C(Nc1ccc2c(c1)OCCO2)N1CCN(c2ccccc2)CC1,-1,1.4,0,1,2,0,1,-4,2
Cc1cc(OCC(O)CN2CCc3ccccc3C2)cc(C(C)C)c1 (stereo not drawn),-8,0.3,-1,-6,3,7,-1,-2,1
COC(=O)c1cnn(-c2ccc(Cl)cc2)c1/C=N/NC(N)=S,2,1.4,-2,-2,0,12,4,1,-2
Cn1c(=N)n(CC(=O)C(C)(C)C)c2ccccc21,-2,3.6,4,3,-3,-3,2,5,1
Cc1ccc2nc(-c3ccc(NC(=O)CN4C(=O)NC(C)(c5ccc(OC(F)F)cc5)C4=O)cc3)sc2c1 (stereo not drawn),-24,-1.0,-20,-5,4,-2,-2,-7,-3
O=C(O)CCCN=Cc1c(O)c2ccccc2oc1=O,-2,-1.3,1,-1,0,5,1,4,-12
COc1cc(OC)c(C(=O)Nc2ccc(S(=O)(=O)N3CCCCC3)cc2)cc1OC,5,1.6,-2,2,3,-3,-10,-18,4
COc1ccc(/C=N/NC(=O)c2cccnc2)cc1CN1CCN(c2ccc(F)cc2)CC1,4,-1.8,-4,-1,-1,0,3,0,-1
Cc1cccc(Nc2cnn(C34CC5CC(CC(CC(=O)O)(C5)C3)C4)c(=O)c2Cl)c1,-1,-0.5,0,3,1,5,9,6,4
O=C(OCc1nc2ccsc2c(=O)[nH]1)c1cccc(S(=O)(=O)N2CCOCC2)c1,15,-3.6,9,1,-3,-2,7,1,3
COc1cccc(CNc2ccccn2)c1O,-1,-1.2,0,5,-2,-2,4,6,2
Cc1c(NC(=O)NC2CCCCC2)cccc1[N+](=O)[O-],4,0.0,-1,-3,0,-3,3,1,-2
COc1ccc(NC(=O)C2=NNC(=O)CC2)cc1S(=O)(=O)N1CCCCC1,4,-0.8,10,11,-2,3,9,3,-8
Cc1cc(S(=O)(=O)Nc2ccc(C(=O)NCC(c3ccco3)N3CCCC3)cc2)ccc1F (stereo not drawn),-2,-1.1,2,6,3,1,2,6,2
N#Cc1c(-c2ccccc2)nc(N2CCN(Cc3ccccc3)CC2)[nH]c1=O,3,2.0,-2,20,-3,-6,4,8,1
COc1ccc(-n2nnc3c(=O)n(CC(=O)N4CCC(Cc5ccccc5)CC4)cnc32)cc1,-3,-1.6,0,7,2,7,0,-6,-2
Cc1cccc(N2CC(C(=O)NCc3ccco3)CC2=O)c1C (stereo not drawn),3,.,.,.,.,2,7,6,3
O=c1c2ccccc2nc(-c2ccco2)n1Cc1ccccc1,-4,-0.9,2,3,1,-3,-1,1,4
CC(=O)NCC(=O)NC(C(=O)Nc1ccc2c(c1)OCCO2)c1ccccc1 (stereo not drawn),3,-1.0,3,-3,-4,-5,3,6,-1
Cc1c(C(=O)OC(C)C)sc(NC(=O)C2CCCO2)c1C(=O)OC(C)C (stereo not drawn),-5,0.1,-3,1,-1,4,5,4,-1
CCCCCC(=O)N1CC2(CC)CN(C(=O)CCCCC)CC(CC)(C1)C2=O,-3,0.9,4,-3,0,-1,2,2,1
Cc1ccc(OCC(=O)Nc2cccnc2Cl)cc1C,-7,1.5,3,4,1,7,3,4,2
O=C(CSc1nnc(-c2cccs2)n1C1CC1)NC1CCS(=O)(=O)C1 (stereo not drawn),2,.,.,.,.,0,2,0,1
CC(C)OC(=O)C1C(=O)CC(C)(O)C(C(=O)OC(C)C)C1c1cccc([N+](=O)[O-])c1 (stereo not drawn),-2,2.7,3,10,1,5,6,0,1
CCCCn1c(CN2CCN(c3ccc(F)cc3)CC2)nc2c1c(=O)n(C)c(=O)n2C,-2,-0.3,3,3,0,4,0,4,3
COc1ccc(OCCn2cc(C=O)c3ccccc32)cc1,-4,0.0,2,-2,0,4,1,0,-3
Cc1c(-c2ccc(Cl)cc2Cl)nc2ccccc2c1C(=O)NCCN1CCOCC1,0,-0.8,0,2,-3,17,8,13,-4
CCN(C(=O)c1cc2c(=O)[nH]c3ccc(C)cc3c2s1)c1ccccc1F,-1,2.0,-5,-3,-1,7,3,-1,-6
O=C(NCC1CCCO1)c1csc2c1CCCCC2 (stereo not drawn),-4,0.1,-2,1,-2,0,1,-1,-1
CC(C)N(CC(N)=O)c1ccc(S(=O)(=O)N2CCCC2)cn1,-9,.,.,.,.,1,-2,-7,1
CC(=O)CCC(=O)N1CCCC(CNC(=O)c2ccc(-c3ccccc3)cc2)C1 (stereo not drawn),4,2.3,-2,1,0,0,0,1,1
Cc1ccccc1CNC(=O)CCCn1ncn2c(cc3occc32)c1=O,1,1.7,5,4,-4,4,7,7,-4
Cc1c(NC(=O)CSc2n[nH]c(=O)n2-c2ccccc2)c(=O)n(-c2ccccc2)n1C,-1,2.3,-2,9,-7,-3,1,-4,-5
Cc1cccc(S(=O)(=O)NCC2CCCO2)c1 (stereo not drawn),-2,-1.0,2,8,4,2,4,-2,0
COc1ccc(Cl)cc1S(=O)(=O)NC(C)C(=O)NCc1ccncc1 (stereo not drawn),2,.,3,0,0,7,-1,7,-3
NS(=O)(=O)c1cc2c(cc1Cl)NC(CSCc1ccccc1)=NS2(=O)=O,2,3.4,0,-5,1,4,0,2,3
O=C(O)CCN1C(=O)C2C3CC(C2C1=O)C1C(c2ccccc2)c2sc(=O)[nH]c2SC31 (stereo not drawn),-1,-1.1,-1,3,-4,12,18,19,17*
COc1ccc(N2CCN(S(=O)(=O)c3ccc4c(c3)NC(=O)CS4)CC2)cc1,0,-0.9,-5,1,-2,-4,3,-4,-3
CCOC(=O)Cc1cc(=O)[nH]c(=O)[nH]1,5,1.7,3,-2,3,6,4,4,-6
CCOc1ccc(NC(=O)COC(=O)c2cccnc2)cc1,5,0.5,6,-7,0,-5,-1,-2,-6
CCOC(=O)C1C(c2cc(OC)c(O)c(OC)c2)NC(=S)NC1(O)C(F)(F)F (stereo not drawn),8,0.6,8,2,-4,-3,6,6,2
Cc1nc(NC(=O)c2ccc(-c3cc4ccccc4oc3=O)cc2)ccc1Br,2,1.9,-4,-1,0,0,8,11,3

# By substructure, the entries above containing an aryl methoxy group
SMILES,PME-1 primary,MEX-5 binding,Fam108B counter,GSTO1 inh,TPT1 inhibitor,GLD-1 RNA inh,Bcl-xL primary,MCL1-BIM inh,PAD4 FP inh
COc1ccc(NS(=O)(=O)c2ccc(N)cc2)nn1,2,0.4,-1,3,-2,6,10,10,-3
COc1cc(F)c(C2=CC(=O)C[C@H](c3ccc(Cl)cc3)C2)cc1F,-1,.,.,.,.,-4,-3,-7,0
COc1cc(OC)c(C(=O)Nc2ccc(S(=O)(=O)N3CCCCC3)cc2)cc1OC,5,1.6,-2,2,3,-3,-10,-18,4
COc1ccc(/C=N/NC(=O)c2cccnc2)cc1CN1CCN(c2ccc(F)cc2)CC1,4,-1.8,-4,-1,-1,0,3,0,-1
COc1cccc(CNc2ccccn2)c1O,-1,-1.2,0,5,-2,-2,4,6,2
COc1ccc(NC(=O)C2=NNC(=O)CC2)cc1S(=O)(=O)N1CCCCC1,4,-0.8,10,11,-2,3,9,3,-8
COc1ccc(-n2nnc3c(=O)n(CC(=O)N4CCC(Cc5ccccc5)CC4)cnc32)cc1,-3,-1.6,0,7,2,7,0,-6,-2
COc1ccc(OCCn2cc(C=O)c3ccccc32)cc1,-4,0.0,2,-2,0,4,1,0,-3
COc1ccc(Cl)cc1S(=O)(=O)NC(C)C(=O)NCc1ccncc1 (stereo not drawn),2,.,3,0,0,7,-1,7,-3
COc1ccc(N2CCN(S(=O)(=O)c3ccc4c(c3)NC(=O)CS4)CC2)cc1,0,-0.9,-5,1,-2,-4,3,-4,-3
CCOC(=O)C1C(c2cc(OC)c(O)c(OC)c2)NC(=S)NC1(O)C(F)(F)F (stereo not drawn),8,0.6,8,2,-4,-3,6,6,2

# Assay outcomes from PubChem.
